# TROY NFkB inh – TROY signaling inhibition. Q293 LMP1-TROYcd NF-kB luciferase reporter, 4 h. inhibition, % at 10 µM. 360,000 tested, 0.98% active. AID 1347056;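 active = compounds whose plate-normalised and pattern-corrected inhibition of the luciferase reporter signal at the single screening dose is 50% or more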
# NR2F2 inh – inhibitors of human COUP-TFII (NR2F2); P24468; HEK293T NGFI-A luciferase reporter, luminescence; inhibition, % at 8.6 µM; 370,000 tested, 0.7% active; AID 686940;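 active = inhibition above a per-plate cutoff, mean inhibition of test wells between control levels plus 3 SD, cut at about 38% in these data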;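 also: cells cotransfected with COUP-TFII expression vector driving the NGFI-A reporter; 0% = median of COUP-TF2 test wells and 100% = reporter-only cells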
# Target sequence (P24468 whole entry, looked up): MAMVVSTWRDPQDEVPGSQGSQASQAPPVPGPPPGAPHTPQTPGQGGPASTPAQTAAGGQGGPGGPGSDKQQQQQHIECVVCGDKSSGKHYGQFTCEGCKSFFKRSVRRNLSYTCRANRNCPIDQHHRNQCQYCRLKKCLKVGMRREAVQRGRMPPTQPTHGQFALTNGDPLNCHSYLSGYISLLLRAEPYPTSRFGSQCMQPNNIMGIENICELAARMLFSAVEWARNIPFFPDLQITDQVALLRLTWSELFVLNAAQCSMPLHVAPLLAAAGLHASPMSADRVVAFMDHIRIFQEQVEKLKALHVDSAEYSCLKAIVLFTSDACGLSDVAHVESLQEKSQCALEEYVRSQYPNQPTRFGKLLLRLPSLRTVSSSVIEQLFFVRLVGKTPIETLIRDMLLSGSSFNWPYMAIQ
# C8 TRAIL sens – caspase-8 TRAIL sensitization; NB7+C8 cells + TRAIL, ATPlite viability luminescence; inhibition (viability loss, TRAIL sensitization), % at 10 µM; 360,000 tested, 1% active; AID 624354;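 active = compounds causing at least 50% loss of cell viability in the single-dose screen, relative to plate controls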
# SRC2 inh – human SRC2 (NCOA2) inhibition; Q15596; HEK293 GAL4-SRC2 luciferase reporter, luminescence; inhibition, % at 9 µM; 370,000 tested, 0.17% active;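 active = inhibition above the mean inhibition of all tested compounds plus 3 SD, set per campaign, cut at about 52% in these data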;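 also: 0% = DMSO treated cells and 100% = cells given Gossypol at 36 µM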
# TWEAK-Fn14 inh – inhibitors of TWEAK-Fn14 interaction signaling. TWEAK-stimulated Fn14 reporter cells, luciferase luminescence, 8 h. inhibition, % at 10 µM. 360,000 tested, 2% active. AID 1159606; in the data active = inhibition above about 50%
# SRC3 inh – inhibits human SRC3 coactivator; Q9Y6Q9; HEK293 GAL4-SRC3 luciferase reporter, luminescence; inhibition, % at 3.6 µM; 360,000 tested, 0.17% active;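 active = inhibition above a per-campaign cutoff, the mean of all compounds plus 3 SD, cut at about 60% in these data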;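 also: 0% = DMSO-treated cells and 100% = gossypol-treated cells at 36 µM; higher means less SRC3-driven luciferase light from the GAL4 reporter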
# EBV LMP1 NFkB – inhibitors of Epstein-Barr LMP1-induced NF-kappaB reporter; inhibition, % at 12.5 µM; LMP1-induced NF-kappaB luciferase reporter cells, luminescence; 350,000 tested, 0.69% active; in the data active = inhibition above about 41%;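 also: 0% = neutral control wells and 100% = reference inhibitor control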
# NOD2 RIPK2 PPI – inhibitors of human NOD2-RIPK2 interaction; AID 624267; CHO BLA complementation NOD2-RIPK2, CCF4 ratio; 360,000 tested, 0.38% active; inhibition, % at 4.98 µM; in the data active = inhibition above about 21%;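 also: 0% = vehicle only and 100% = reference blocker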
# Target sequence (O43353 whole entry, looked up): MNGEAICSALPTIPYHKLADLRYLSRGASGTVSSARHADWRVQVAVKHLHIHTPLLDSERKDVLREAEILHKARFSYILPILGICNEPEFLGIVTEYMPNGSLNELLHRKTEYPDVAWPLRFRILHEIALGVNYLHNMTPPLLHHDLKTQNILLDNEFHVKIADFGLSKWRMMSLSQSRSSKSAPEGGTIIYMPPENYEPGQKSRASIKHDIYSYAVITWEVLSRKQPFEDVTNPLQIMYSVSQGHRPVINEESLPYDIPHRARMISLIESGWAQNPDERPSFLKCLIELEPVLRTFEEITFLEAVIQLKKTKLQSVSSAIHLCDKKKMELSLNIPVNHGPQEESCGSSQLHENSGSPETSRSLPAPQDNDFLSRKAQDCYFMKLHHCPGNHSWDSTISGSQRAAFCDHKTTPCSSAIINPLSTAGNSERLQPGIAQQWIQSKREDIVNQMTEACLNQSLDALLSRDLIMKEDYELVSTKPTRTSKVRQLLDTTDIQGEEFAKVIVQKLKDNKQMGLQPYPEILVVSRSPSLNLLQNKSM
# NCOA1 inh – inhibits human SRC1 coactivator | inhibition, % at 3.6 µM | 360,000 tested, 0.12% active | HEK293 GAL4-SRC1 luciferase reporter, luminescence;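 active = inhibition above the campaign mean plus 3 SD, with each screening campaign given its own cutoff, cut at about 60% in these data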;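 also: 0% = DMSO treated cells and 100% = gossypol at 36 µM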
# TLR9-MyD88 inh – blocks human TLR9 binding to MyD88; 340,000 tested, 0.21% active; CHO BLA complementation TLR9-MyD88, CCF4 FRET ratio; Q9NR96+Q99836; inhibition, % at 4.98 µM;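 active = inhibition above the mean over all tested compounds plus 3 SD, cut at about 21% in these data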;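 also: 0% = DMSO only wells and 100% = clavulanate BLA inhibitor control wells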
# NR5A2 inv ag – inverse agonists of human LRH-1 (NR5A2); O00482; HEK293T StAR-luciferase reporter, LRH-1 transfected, 24 h; inhibition, % at 3.6 µM; 360,000 tested, 0.13% active;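 active = inhibition above the mean inhibition of all tested compounds plus 3 SD, cut at about 73% in these data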;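 also: 0% = DMSO wells and 100% = reporter-only cells lacking LRH-1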
# Active calls of the source: *; x = not tested or not shown. Only part of the results is shown; rates above refer to the full screens.
SMILES,TROY NFkB inh,NR2F2 inh,C8 TRAIL sens,SRC2 inh,TWEAK-Fn14 inh,SRC3 inh,EBV LMP1 NFkB,NOD2 RIPK2 PPI,NCOA1 inh,TLR9-MyD88 inh,NR5A2 inv ag
O=C(NCc1ccccn1)c1ccc(OC2CCN(Cc3ccc(Cl)s3)CC2)cc1,2,20,-2,-27,27,8,6,7,6,-13,-10
O=C(NC1CC2CCCC(C1)N2C(=O)Nc1cccc(F)c1)C1CC1 (centres undefined),-2,-5,-10,-18,12,5,1,5,9,0,2
CCOC(=O)c1cccc(OCC(O)CNCCOc2ccccc2F)c1 (centres undefined),4,0,-7,-2,7,12,3,5,-12,-1,5
Cc1ccc(NC(=O)C2OCCc3ccccc32)cc1 (centres undefined),-18,-45,5,-19,-27,-48,3,9,-29,-9,-39
CC1(C#CC[N+]2(C)CCCCC2)CCC2C(O1)c1ccccc1OC2(C)C (centres undefined),-12,12,-5,-3,-12,-4,-7,-4,-2,0,-6
C[C@@H](C(=O)N1CCN(C(=O)OC(C)(C)C)CC1)n1cc(CCC(=O)O)nn1,-15,-5,-13,11,15,-2,1,-3,-8,2,-5
O=C(c1ccccc1)c1ccc2nc(-c3ccco3)c(-c3ccco3)nc2c1,-18,-14,7,-43,19,-34,-21,-3,-57,4,-40
CN1C(=S)SC(/[N+]([O-])=C\c2ccc(Cl)cc2)C1(C)C (centres undefined),-2,-6,-13,2,4,27,2,6,2,10,-7
O=C(COc1ccc2ccccc2c1)Nc1ccc(Br)cc1C(=O)O,28,11,-32,0,-24,-19,5,-1,1,3,-13
O=C(Nc1nccs1)[C@@H]1CCCN1S(=O)(=O)c1ccc(Cl)cc1,-3,-8,-9,22,-13,8,-7,6,-2,-4,-2
CC1CN(c2nc3c(c(=O)n(Cc4ccc(Cl)cc4)c(=O)n3C)n2C)CC(C)O1 (centres undefined),10,10,11,4,-27,14,1,1,7,-7,9
CN(CC(=O)Nc1ccc(F)cc1)C(=O)COC(=O)c1ccc(-c2ccccc2)cc1,0,-16,13,11,-22,11,-1,-15,-7,10,8
COc1cc(C)ccc1OCC(=O)Nc1ccc2c(c1)OCO2,-42,-37,31,-23,-44,-47,-13,0,-80,0,-88
COc1ccc(C2/C(=C(/O)c3ccc4c(c3)CC(C)O4)C(=O)C(=O)N2CCCN2CCOCC2)cc1 (centres undefined),-6,-15,-23,6,17,5,-4,-1,8,0,-19
CCOC(=S)SCc1cn2cccc(C)c2n1,-15,-4,3,21,-6,21,-1,-11,-4,7,9
CCOc1ccc(OCC)c(NC(=O)CC2Oc3ccc(C)cc3NC2=O)c1 (centres undefined),8,4,-3,-3,-14,0,4,-3,-18,-4,28
O=c1ccn(CCOc2ccc(Cl)cc2)c(=O)[nH]1,-5,5,2,-31,-5,6,-1,7,-2,3,11
CC(C)c1ccc(/C=C2\CC/C(=C\C=N\N(C)C)C2=O)cc1,-37,4,1,40,0,-32,2,5,-47,8,-40
CCOC(=O)[C@]12CCC=C1N(CCC1=CCCCC1)C(=O)[C@H](CC(=O)NCC1CCCCC1)C2,-34,8,11,-11,-7,x,x,0,x,x,-22
COc1ccccc1CN1CC(C(=O)NCc2cc(F)ccc2C)CCC1=O (centres undefined),-20,3,-20,-20,11,-22,-36,-8,-33,-8,-20
CCCCOc1ccc(/C=C/C(=O)OCC(=O)NC(=O)NCC(C)C)cc1OCC,-11,-2,-5,5,26,24,11,2,-7,9,8
COc1cccc(NC(=O)c2ccccc2-c2nc(-c3ccccc3)no2)c1,-54,1,14,-22,14,1,-21,-4,-13,-3,-2
Cc1ccc(S(=O)(=O)NCCC(=O)N2CCC(C(N)=O)CC2)cc1C,-12,-6,4,1,0,2,-1,-10,18,-3,8
CCOc1ccc2nc(Cl)c(/C=C/C(=O)c3ccco3)cc2c1,16,9,-17,-17,0,2,-30,-5,-42,-7,-37
CCn1c(SCC(=O)Nc2cc(C)ccc2C)nc2c(c1=O)SC(C)C2 (centres undefined),-9,19,17,3,-6,-7,-3,1,-6,14,14
SMILES,TROY NFkB inh,NR2F2 inh,C8 TRAIL sens,SRC2 inh,TWEAK-Fn14 inh,SRC3 inh,EBV LMP1 NFkB,NOD2 RIPK2 PPI,NCOA1 inh,TLR9-MyD88 inh,NR5A2 inv ag
O=C(/C=C/[C@H]1O[C@@H](n2cnc3c(NC(=O)c4ccccc4)ncnc32)[C@H](O)[C@@H]1O)NCc1ccco1,14,-2,-6,-11,-10,-8,x,3,-8,x,2
Cc1cc(C)c(S(=O)(=O)Nc2ccc(N3CCOCC3)cc2)c(C)c1,5,11,-9,-10,3,6,-4,7,-4,-7,1
COc1cccc(NC(=O)CN(C)C(=O)c2ccc(-c3cccc(C(F)(F)F)c3)o2)c1,19,2,-11,-22,-16,-22,-1,-3,-3,6,1
O=C1NC2(CCCCO2)CO1 (centres undefined),8,5,-6,-1,-9,12,-11,5,3,-3,-11
COc1ccccc1/C=N/n1cnnc1,-17,14,0,-15,-3,8,-7,-6,4,-4,9
CCC(=O)Nc1ccccc1C(=O)OC(c1ccccc1)c1ccccc1,-1,17,-6,-8,2,-24,4,-4,-5,-11,-4
CCOC(=O)c1c(N)sc(C(=O)N2CCCCC2)c1C,13,16,12,9,-5,-1,0,-4,-9,-3,0
CN(C)C(=O)CSc1nc2ccccc2n1Cc1ccccc1,8,15,-14,-9,24,8,-1,1,-6,-6,4
CC(=O)OCC(=O)C1(O)CCC2C3CC(F)C4=CC(=O)CCC4(C)C3C(O)CC21C (centres undefined),17,-22,0,-20,8,-51,15,12,-21,4,1
CC1(C)NC(=O)N(CC(=O)Nc2nc(-c3ccc(F)cc3)cs2)C1=O,-24,-3,-19,-20,15,-7,1,2,4,-3,3
CC(=O)c1ccc(NC(=S)Nc2ccn(Cc3ccc(Br)cc3)n2)cc1,25,-10,1,-1,-10,-4,-11,1,4,6,16
O=C(Nc1ccc(F)cc1Cl)c1ccc2c(=O)n3c(nc2c1)CCCCC3,-7,-1,10,-49,-18,-8,-16,-7,-36,-10,-22
CN1CCN(C(=O)c2ccc(S(=O)(=O)Nc3ccccc3)cc2)CC1,10,-2,-5,-7,-10,-1,-6,-6,-3,1,4
CN(C)c1ncnc2c1ncn2[C@H]1CN(CCN2CCOCC2)C[C@@H](CO)O1,6,-27,4,-5,-5,-16,x,4,-10,x,-19
O=C(Nc1ccc2c(c1)OCO2)c1ccc(CO)cc1,-42,-40,19,-52,14,-69,-3,-2,-92,0,-123
COCCn1c(SC(C)C(=O)NC2CC2)nnc1-c1cccc(C)c1 (centres undefined),8,2,-17,-29,10,0,1,-6,-6,-9,11
CC(C)(C)c1ccc(C2(C)NC(=O)N(CC(=O)Nc3ccc4c(c3)OCO4)C2=O)cc1 (centres undefined),-1,17,-9,2,-3,22,-2,6,-1,-1,1
Cc1ccc(C)c(S(=O)(=O)N2CCN(C(=O)Cn3c(C(F)(F)F)nc4ccccc43)CC2)c1,1,1,1,-8,3,10,15,-6,1,-7,17
O=C(Nc1cc(C(F)(F)F)ccc1N1CCOCC1)c1ccc(Br)o1,19,0,15,7,2,19,3,1,-8,-2,3
COC(=O)c1ccc(OC(=O)/C=C/c2ccco2)cc1,-9,-10,-7,-20,16,7,0,-11,8,-5,-11
O=C1N(C2CCCC2)C[C@@H]2C[C@@H](c3cn[nH]c3-c3ccc(Cl)cc3)N3CCC[C@@]123,18,-2,-2,3,3,19,3,1,0,-7,-3
Cc1cc2nc(N)sc2cc1C,-28,-19,14,-48,9,-78,-13,-3,-154,-1,-85
COc1cc(NC(=O)C2CC2)c(OC)cc1NC(=O)c1ccco1,16,-3,14,17,11,3,2,7,-5,0,8
COc1ccc(Cc2nnc(NC(=O)Cc3cccs3)s2)cc1,-16,x,0,x,22,-32,-5,-5,-11,2,5
Nc1ccc2c(c1)C(=Cc1cccnc1)c1ccccc1-2,-3,2,0,-12,-5,-6,-23,-13,-8,3,25

# The last 3 entries of the section above come first, to join the parts:
SMILES,TROY NFkB inh,NR2F2 inh,C8 TRAIL sens,SRC2 inh,TWEAK-Fn14 inh,SRC3 inh,EBV LMP1 NFkB,NOD2 RIPK2 PPI,NCOA1 inh,TLR9-MyD88 inh,NR5A2 inv ag
COc1cc(NC(=O)C2CC2)c(OC)cc1NC(=O)c1ccco1,16,-3,14,17,11,3,2,7,-5,0,8
COc1ccc(Cc2nnc(NC(=O)Cc3cccs3)s2)cc1,-16,x,0,x,22,-32,-5,-5,-11,2,5
Nc1ccc2c(c1)C(=Cc1cccnc1)c1ccccc1-2,-3,2,0,-12,-5,-6,-23,-13,-8,3,25
COc1ccc(C(=O)Oc2ccc(Br)cc2C(=S)N2CCOCC2)cc1,-2,-11,22,11,11,2,3,-11,15,5,13
O=C(Nc1cccc(Cl)c1Cl)Nn1cnnc1,-5,-6,-13,9,-1,-3,-5,3,-2,2,-1
Cc1ccc(OCCCOc2cccc3cccnc23)cc1C,-36,-17,-10,-36,-19,5,-7,0,-12,1,-8
Cc1cscc(C)c1=S,9,-6,-15,12,-7,-1,0,8,-1,-9,-31
Nc1nc(NCCCN2CCOCC2)nc(Nc2cccc(Cl)c2)c1[N+](=O)[O-],-7,3,3,-7,-42,23,-15,-2,7,3,2
CCc1nc2c(OCC(=O)C(C)(C)C)cccn2c1N(C)C(=O)COc1ccccc1,0,10,-5,15,-3,18,x,-13,3,x,-2
O=C(NCCCN1CCOCC1)c1ccc2c(c1)N(Cc1ccccc1)C(=O)c1ccccc1S2=O (centres undefined),-25,-2,-9,-40,-6,11,-10,-1,4,10,-4
CCOC(=O)COc1cccc2c(=O)n(CC(=O)NCc3ccc4c(c3)OCO4)ccc12,13,-12,3,-2,10,-7,-1,7,7,2,10
Cc1ccc2c(C)c(C(=O)N(Cc3ccncc3)CC3CCCO3)oc2c1C (centres undefined),-9,4,7,10,-3,4,-12,-8,18,-6,27
CC(Cc1ccccc1)N1CCCC1=O (centres undefined),7,-17,-5,-12,6,-12,7,-6,-11,-2,-2
CCN(CC)S(=O)(=O)c1ccc(OC)c(NC(=O)COc2ccccc2[N+](=O)[O-])c1,-16,-6,-3,17,3,0,2,1,3,-2,-3
COc1ccc(-c2c(-c3cc(OC)cc(OC)c3)n(C)c3ccc(-c4ccc(SC)cc4)cc23)cc1,-39,-4,-7,-29,-19,-32,-10,-5,-7,5,6
O=C(/C=C/c1ccc(F)cc1)NC(=S)NNC(=O)c1cccnc1,-14,-12,25,-6,-1,-7,-4,-12,-20,-4,-62
O=C(Cc1cccs1)N/N=C\c1ccc(O)cc1,-49,-21,0,-18,-16,-3,-13,-6,-21,7,3
COc1cc(/C=C2/NC(=O)NC2=O)cc(Br)c1OCc1ccc(C(=O)O)cc1,12,-8,0,-6,-4,17,-5,-10,-11,-3,8
CC1(C)CC(=O)C(/C=N/n2cnc3ccccc3c2=O)=C(O)C1,22,-13,-1,-60,-13,-2,-6,2,-30,7,-20
CCCCNC(=O)COC(=O)c1cc2c(C)nn(-c3ccccc3)c2s1,-8,9,-9,6,-5,9,6,-5,18,-9,-4
O=C(N/N=C/c1c(Cl)cccc1Cl)c1cccc(F)c1,-43,x,16,x,-33,-51,-19,9,-32,-12,-58

# Compound activity from PubChem.
